NPR1 activator: GC-A stimulated cGMP production enhancers – HEK293 GC-A cells, cGMP TR-FRET, EC30 ANP, primary screen. activation, % at 10 µM. 0% at EC30 ANP, 100% saturating ANP. 370,000 compounds, 0.14% hits. Atrial natriuretic peptide receptor 1 (Homo sapiens), P16066; in the data active means activation above about 40%
KLK7 zymogen act: proKLK7 zymogen activators, primary screen, biochemical, fluorescence intensity; Kallikrein-7 (Homo sapiens), P49862; purified proKLK7, EDANS-DABCYL substrate fluorescence; 100% is mature enzyme control, 0% vehicle; activation, % at 7 µM; 370,000 compounds, 0.9% hits; AID 652039, 2013;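 active means activation above the mean of all tested compounds plus 3 SD, computed per campaign excluding outliers beyond control limits, cut at about 13% in these data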
Target sequence (P49862 whole entry, looked up): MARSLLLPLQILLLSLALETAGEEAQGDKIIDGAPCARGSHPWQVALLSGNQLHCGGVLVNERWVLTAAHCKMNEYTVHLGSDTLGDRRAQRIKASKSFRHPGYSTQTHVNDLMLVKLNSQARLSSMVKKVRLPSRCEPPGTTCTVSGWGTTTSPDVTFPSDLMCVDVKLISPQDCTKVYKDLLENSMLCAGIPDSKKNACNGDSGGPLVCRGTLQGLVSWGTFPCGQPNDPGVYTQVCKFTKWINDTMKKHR
NPR2 activator: human GC-B receptor activators, primary screen, HEK293 GC-B cells, cGMP TR-FRET, EC30 CNP. Atrial natriuretic peptide receptor 2 (Homo sapiens), P20594. 0% at EC30 CNP, 100% saturating CNP. activation, % at 10 µM. 370,000 compounds, 0.11% hits. AID 1920062, 2024;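 active means activation at 10 µM reaching about 35% in either raw or pattern-adjusted values, limit read from the data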
SMARCA2 activ: SMARCA2 (BRM) function activators, primary screen, cell-based, luminescence, high throughput | MG213 cells, MMTV-luciferase reporter, dexamethasone, overnight | activation, % at 9.1 µM | 370,000 compounds, 1% hits; in the data active means activation above about 7.8%;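 further: 0% = vehicle wells and 100% = reference activator wells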
DAX1 inh-1: DAX1 (NR0B1) inhibitors, primary screen, cell-based, HEK293, Gal4-DAX1, luciferase luminescence. 340,000 compounds, 0.99% hits. Nuclear receptor subfamily 0 group B member 1 (Homo sapiens), P51843. inhibition, % at 6.75 µM. AID 504766, 2011. HEK293 Gal4-DAX1 luciferase reporter;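 active means inhibition above the mean over all tested compounds plus 3 SD, cut at about 4.2% in these data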;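 further: 0% = DAX1-transfected cells with DMSO and 100% = empty-vector control cells with DMSO; inhibition shows as a rise in luminescence from relieved DAX1 repression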
Target sequence (P51843 207-470 limits assumed): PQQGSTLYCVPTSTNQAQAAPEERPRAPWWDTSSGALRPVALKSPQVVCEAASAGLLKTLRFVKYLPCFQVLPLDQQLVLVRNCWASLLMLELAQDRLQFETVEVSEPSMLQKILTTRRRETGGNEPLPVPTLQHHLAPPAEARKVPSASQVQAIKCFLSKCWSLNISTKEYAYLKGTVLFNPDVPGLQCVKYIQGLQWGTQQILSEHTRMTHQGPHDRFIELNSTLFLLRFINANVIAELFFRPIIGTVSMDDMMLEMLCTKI
hgDAF12 agonist: H. glycines DAF-12 receptor agonists, primary screen, cell-based, luminescence, HEK293, GAL4 fusion, UAS-luciferase; activation, % at 6.8 µM; Nuclear hormone receptor DAF-12 (Heterodera glycines), GAL4 fusion; HEK293 GAL4-hgDAF12 UAS-luciferase reporter, agonist luminescence; normalized to butyrate control; 370,000 compounds, 1.8% hits;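 active means activation above a cutoff set at the mean of all screened compounds plus 3 SD, cut at about 10% in these data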;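 further: 0% = DMSO wells and 100% = sodium butyrate wells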
GAA850 FXN act: FXN promoter activators, primary screen, cell-based, luciferase luminescence, HEK293 lucGAA850 | HEK293 lucGAA850 FXN promoter luciferase reporter, 24 h; percent of 10 µM SAHA response | activation, % at 6 µM | 360,000 compounds, 0.56% hits | AID 540364, 2011;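 active means activation above the average of all compounds screened plus 3 SD, cutoff fixed separately per campaign, cut at about 7.5% in these data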;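 further: 0% = DMSO wells and 100% = 10 µM SAHA wells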
ssDAF-12 act: S. stercoralis DAF-12 nuclear receptor activators, primary screen, cell-based, luminescence, HEK293, GRIP1 co-expression, lit1-tk-luc; 370,000 compounds, 1% hits; HEK293 ssDAF-12/GRIP1 lit1-tk-luc reporter; % of 3 µM dafachronic acid response; Nuclear hormone receptor DAF-12 (Strongyloides stercoralis); activation, % at 6.8 µM;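 active means activation above the mean over all tested compounds plus 3 SD, cut at about 0.9% in these data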;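 further: 0% = DMSO-only wells and 100% = 3 µM delta7-dafachronic acid wells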
HGIII-sPLA2 inh: human group III sPLA2 inhibitors, primary screen, biochemical, QFRET, BODIPY PC-A2 liposome substrate | Group 3 secretory phospholipase A2 (Homo sapiens), Q9NZ20 | inhibition, % at 12.2 µM | 370,000 compounds, 0.56% hits | QFRET BODIPY PC-A2 liposome hydrolysis, fluorescence;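 active means inhibition above mean plus 3 SD of compounds lying within the high and low control bounds, cut at about 19% in these data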;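 further: 0% = median of test compound wells and 100% = no enzyme DMSO wells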
Target sequence (Q9NZ20 whole entry, looked up): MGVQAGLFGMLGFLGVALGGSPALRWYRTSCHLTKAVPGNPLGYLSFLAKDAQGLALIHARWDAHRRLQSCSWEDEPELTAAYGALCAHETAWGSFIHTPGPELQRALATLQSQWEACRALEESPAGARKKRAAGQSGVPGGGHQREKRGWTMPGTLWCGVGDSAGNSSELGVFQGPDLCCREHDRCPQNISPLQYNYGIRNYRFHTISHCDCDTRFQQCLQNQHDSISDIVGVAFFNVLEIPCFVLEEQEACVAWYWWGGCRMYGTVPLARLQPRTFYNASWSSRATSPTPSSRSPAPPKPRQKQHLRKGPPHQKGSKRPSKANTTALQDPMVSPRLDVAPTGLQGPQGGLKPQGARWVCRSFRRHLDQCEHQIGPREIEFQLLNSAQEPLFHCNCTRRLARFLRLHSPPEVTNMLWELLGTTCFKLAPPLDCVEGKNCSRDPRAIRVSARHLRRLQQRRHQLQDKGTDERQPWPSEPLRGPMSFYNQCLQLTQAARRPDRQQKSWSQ
DAX1 inh-2: DAX1 (NR0B1) inhibitors on StAR promoter, primary screen, cell-based, luminescence, SF-1 (NR5A1), full-length DAX-1 | HEK293T StAR-luciferase reporter, SF-1/DAX-1 repression relief | inhibition, % at 6.8 µM | 370,000 compounds, 1.1% hits | AID 652010, 2013;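 active means inhibition above the mean over all tested compounds plus 3 SD, cut at about 3.6% in these data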;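 further: 0% = DAX-1 cells with DMSO and 100% = cells lacking DAX-1 with DMSO; higher inhibition means more luminescence from relief of DAX-1 repression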
hcDAF-12 act: H. contortus DAF-12 nuclear receptor activators, primary screen, cell-based, luminescence, HEK293, lit1-tk-luc reporter | HEK293 hcDAF-12 lit1-tk-luc reporter; 0% DMSO, 100% Δ7-dafachronic acid | 370,000 compounds, 1.4% hits | activation, % at 6.8 µM;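 active means activation above the mean of all tested compounds plus 3 SD, cut at about 5.5% in these data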;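 further: 100% = response to 3 µM Δ7-dafachronic acid high control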
* hit, by the source's call; x = no result given.

SMILES	NPR1 activator	KLK7 zymogen act	NPR2 activator	SMARCA2 activ	DAX1 inh-1	hgDAF12 agonist	GAA850 FXN act	ssDAF-12 act	HGIII-sPLA2 inh	DAX1 inh-2	hcDAF-12 act
O=C1c2ccccc2CCC12OC2c1ccc([N+](=O)[O-])cc1 (configuration not stated)	0.6	-0.5	2.8	-3.3	1.3	5.2	-0.7	-0.3	-0.5	0.1	-1.4
COc1cccc(CC2(CO)CCCN(Cc3cn(C)c4ccccc34)C2)c1 (configuration not stated)	-30.8	-1.1	-22.5	0.3	-1.1	0.8	-1.2	0.3	-13.0	0.2	1.5
CC(C)=CCCC(C)CCO (configuration not stated)	0.7	-0.3	-0.3	0.6	1.7	-3.0	-1.9	-1.7	1.0	0.4	-1.1
CCOc1cc2[nH]c(=S)n(C3CC3)c(=O)c2cc1OCC	10.3	-0.5	5.7	-2.8	0.3	4.0	-0.9	-1.5	8.1	-1.1	-1.9
Cc1cc(N2CCOCC2)nc2ccc(NC(=O)CCC(=O)N3CCCCC3)cc12	7.0	2.6	5.1	0.6	1.1	4.7	2.2	-0.6	5.2	1.6	0.7
CSc1ccc(C=NNc2ccc(S(=O)(=O)Nc3ccccc3C(=O)O)cc2[N+](=O)[O-])cc1	-12.6	-0.2	-0.4	-4.1	0.3	2.3	-0.1	-0.9	3.4	0.2	-1.0
CC(C)C(=O)Nc1nnc(SCC(=O)N2c3ccccc3CC2C)s1 (configuration not stated)	3.4	-0.2	-5.3	1.8	-1.8	1.7	-1.0	-1.4	-6.2	0.3	-0.9
C#CCOCCOCCOCCNc1nc(N2CCN(C(=O)[C@H](CCC(=O)O)n3cc(CN)nn3)CC2)nc(N2CCN(C(=O)[C@H](CCC(=O)O)n3cc(CN)nn3)CC2)n1	1.9	-0.1	-3.5	-4.7	0.8	-2.7	-0.3	-1.2	6.8	0.6	-1.2
N=c1c2c(ccn1CCCCc1ccccc1)Oc1ccc3ccccc3c1C2c1ccccc1 (configuration not stated)	-31.7	x	-20.9	x	x	-3.6	x	-1.3	-1.0	x	-1.6
O=C(COc1ccccc1Br)NC1CC1	3.9	-0.3	5.5	-0.5	1.2	1.5	0.5	-0.2	3.6	1.3	2.2
CC(C)(C)OC(=O)NCCCC[C@H](NC(=O)c1nc[nH]c1C(=O)N1CCN(c2ccccc2)CC1)C(=O)OC(C)(C)C	-0.1	-0.3	5.2	2.3	-0.3	-2.9	-2.4	-1.4	-18.0	0.1	-1.2
Cc1ccc(F)c(S(=O)(=O)NC(=O)C2(C)CCN2C(=O)Cc2ccc(Cl)cc2Cl)c1 (configuration not stated)	0.8	-0.5	-1.5	-3.7	x	1.9	3.5	-1.1	-7.1	0.3	-1.2
CCCNC(=O)C1(C)CCCN(Cc2noc(-c3c(C)noc3C)n2)C1 (configuration not stated)	-2.3	0.3	2.3	-2.5	x	-3.9	-1.6	-0.3	2.0	-0.9	-0.3
N#CCn1c(CN2CCCC2)nc2ccccc2c1=O	1.6	-0.6	-3.9	0.1	-0.6	-0.4	2.8	-1.0	0.6	-0.1	-2.0
Cc1cccc(C(CC(=O)O)NC(=O)C(F)(F)F)c1 (configuration not stated)	1.8	0.4	-0.3	0.1	-0.1	2.2	2.6	-0.9	3.2	-0.4	-0.7
Cc1nc(NCc2cccnc2)c2c3c(sc2n1)CCCC3	13.6	0.3	21.5	-1.2	x	-2.5	3.1	-2.0	-0.5	-0.8	-3.1
COc1ccc(-c2cc(C(F)(F)F)n3nc(C(=O)NCc4ccco4)cc3n2)cc1	3.8	-5.4	3.6	-1.5	-2.6	-2.3	0.4	-0.7	4.8	-0.5	-1.8
C=CCOc1ccccc1CNCc1ccc(F)cc1	-3.7	-0.3	-2.5	-1.2	1.4	0.3	-0.2	-1.9	0.0	0.3	-0.8
N#Cc1ccc(Cn2ccc3ccc(-c4ccc5ccn(C(=O)C6CCC6)c5c4)cc32)cc1	4.8	-6.3	1.1	-4.6	x	5.6	x	-1.0	2.8	-1.2	-1.1
Cc1ccccc1-c1nc2ccc(Cl)cc2c(=O)n1O	2.8	-0.1	0.6	-0.7	0.1	-1.5	1.2	-1.3	3.6	0.1	-0.4
CCn1c(CSCc2ccc(F)cc2)nnc1SCC(=O)NCc1ccccc1	2.3	0.4	-0.5	-2.0	2.5	1.1	-1.8	-1.4	4.8	-0.3	-0.1
COc1ccc(C(=O)NCc2nnc(SCC(=O)N3CCc4ccccc43)n2CCc2ccccc2)cc1	-7.1	-1.0	1.4	0.1	0.3	-0.1	0.7	-0.9	-4.1	0.5	0.1
C=CCNC(=O)CCCOc1cccc(C)c1	0.2	-0.3	-0.1	0.7	0.4	3.7	0.4	-0.9	-2.8	0.0	-1.2
O=C(NC(=S)Nc1ccc(N2CCOCC2)c(Cl)c1)c1cccs1	1.4	0.1	2.2	1.5	0.1	6.3	2.3	-0.8	6.6	-0.3	0.3
COCCCNC(=O)CSc1nc2ccccc2c(=O)n1CCC(=O)NCCc1ccc(OC)c(OC)c1	-3.3	0.1	-1.4	-4.2	0.7	2.7	-0.8	-1.7	7.8	0.1	0.7
O=C1N=C(N2CCCC2C(=O)O)S/C1=C\c1ccco1 (configuration not stated)	1.5	-1.0	-0.3	-2.3	x	-0.7	1.6	-1.2	-3.5	0.0	-0.6
COc1ccc([C@H]2C[C@H](O)[C@@H](n3cc(C4CC4)nn3)CN2C(=O)c2cccs2)cc1	2.5	0.4	6.0	3.4	0.0	3.5	1.0	-1.6	4.5	0.0	-2.4
CCN(CC)c1ccc(C=C2C(=O)OC(C)(C(C)(C)C)OC2=O)cc1 (configuration not stated)	6.5	0.4	5.4	1.4	4.9*	0.1	1.8	-1.3	1.9	-0.8	0.9
COC(=O)c1ccc(CNC(=O)c2coc3ccccc3c2=O)cc1	-0.3	0.5	1.3	-5.4	-0.4	0.8	0.0	-1.5	8.3	-0.6	-1.5
C[C@H](NC(=O)N1CCn2c1nc1ccccc12)C(=O)NCc1ccc2c(c1)OCO2	-0.6	1.1	-1.6	-1.7	0.4	-2.3	0.9	-1.4	-2.8	-1.2	-1.2
Cc1ccc(CN2CC=CCS2(=O)=O)cc1	-0.5	-0.1	1.1	-7.2	x	0.7	x	-0.8	15.7	2.1	-1.3
CN(C)c1ccc(C(C#N)c2ccc(Cl)cc2)nn1 (configuration not stated)	-2.0	0.4	6.2	-3.9	0.3	3.3	-1.1	-0.9	3.0	-0.5	-0.4
COc1ccccc1N1CCN(C(c2cccs2)C(C)NC(=O)c2ccco2)CC1 (configuration not stated)	-0.7	0.4	-3.6	-3.6	-1.6	-0.6	0.2	-2.0	0.5	-1.0	-1.4
CC(C)CCNc1nc(N)c([N+](=O)[O-])c(NCC2CCCO2)n1 (configuration not stated)	0.1	-0.6	-2.5	-4.1	-2.6	-5.2	2.2	-1.7	9.3	-1.4	-4.0
CC(C)Sc1ncnc2c1oc1ccccc12	-1.1	-0.3	-4.2	-0.4	1.0	0.7	3.8	0.4	5.7	0.8	1.3
O=C(/C=C/c1cccc([N+](=O)[O-])c1)NCCSCc1ccccc1Cl	1.4	0.4	-5.9	-3.6	-0.1	0.1	-0.1	-1.3	-34.6	0.5	-0.7
CC1CN(C2CCN(C(=O)c3ccccc3Cl)CC2)CC(C)O1 (configuration not stated)	0.0	0.0	-4.6	3.0	-0.5	-2.5	0.2	-1.0	8.5	-0.2	-1.5
O=C(CSc1nccn(-c2ccc(F)c(Cl)c2)c1=O)NC1CCCC1	2.4	0.3	4.3	1.9	0.1	-0.3	0.7	-0.9	5.9	1.2	-0.5
C=CCC(c1ccccc1)N(C(C)=O)c1ccco1 (configuration not stated)	-1.7	0.0	0.5	-0.1	-0.5	0.6	3.2	-0.7	1.8	0.6	0.7
COc1ccc(-c2nc3ccccc3c(=O)n2-c2c(C)n(C)n(-c3ccccc3)c2=O)cc1	-0.9	0.1	-3.3	-2.7	0.3	-1.9	-1.4	-0.7	-1.0	-0.1	-1.9
O=C(Nc1ccccc1)c1cc([N+](=O)[O-])ccc1Cl	6.5	0.4	0.8	-2.5	-0.1	0.4	-1.1	-0.3	-4.8	-0.7	5.8*
O=C(Cn1ncc(Cl)c(Cl)c1=O)c1ccc(Cl)cc1	70.5*	-0.1	21.7	20.0*	-0.7	-1.4	-10.1	-0.3	1.1	-0.7	0.1
CC12CS(=O)(=O)CC1SC(=S)N2c1ccccn1 (configuration not stated)	0.8	0.8	-2.5	1.3	-0.5	0.9	-1.1	-0.9	1.6	-0.2	0.4
O=C1C=C(c2cccc3c2oc2ccccc23)C[C@@H](c2ccc(F)cc2)C1	6.6	0.4	6.2	-0.2	2.2	1.2	-1.5	-1.1	4.0	0.1	-0.2
CSc1ccc(CN(C)C(=O)c2cccc(S(=O)(=O)NCc3ccccc3)c2)cc1	-0.2	-0.2	-2.1	-3.5	0.3	-3.5	1.1	-2.1	-28.1	-4.5	-3.2
COc1ccc(CN2C(=O)/C(=C/c3ccncc3)SC2=S)cc1	-16.1	0.0	-7.8	-1.8	-0.7	4.4	0.1	-0.8	-12.3	0.0	-0.4
COc1ccc(N(CC(=O)NN=C2CCN(C)CC2)S(=O)(=O)c2ccccc2)c(OC)c1	2.8	-0.1	-1.0	-1.6	0.2	0.7	0.2	-1.1	-14.6	-0.3	-1.6
Cc1cc(/C=N/n2cnnc2)c(C)n1-c1cc(Cl)ccc1Cl	-15.0	0.3	-14.6	-1.8	-0.7	-2.6	2.5	-2.2	2.9	-0.6	-1.5

Individual results from the results shown.
DAX1 inh-1, `CSc1ccc(CN(C)C(=O)c2cccc(S(=O)(=O)NCc3ccccc3)c2)cc1` = 0.3
GAA850 FXN act, `O=C(CSc1nccn(-c2ccc(F)c(Cl)c2)c1=O)NC1CCCC1` = 0.7
DAX1 inh-2, `Cc1ccc(CN2CC=CCS2(=O)=O)cc1` = 2.1
